# GRK2 aptamer HTS: inhibitors of human GRK2 displacing RNA aptamer. inhibition of aptamer binding, % at 10 µM. P25098. 0.59% of 330,000 active. bead flow cytometry, FAM-aptamer displacement from GRK2;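 active = inhibition of aptamer binding above 40%, roughly 3 SD of noise, on plates passing a quality check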;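 note: median bead fluorescence of bound FAM aptamer so fluorescent compounds give negative values; no value below 0 was filed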
# Target sequence (P25098 whole entry, looked up): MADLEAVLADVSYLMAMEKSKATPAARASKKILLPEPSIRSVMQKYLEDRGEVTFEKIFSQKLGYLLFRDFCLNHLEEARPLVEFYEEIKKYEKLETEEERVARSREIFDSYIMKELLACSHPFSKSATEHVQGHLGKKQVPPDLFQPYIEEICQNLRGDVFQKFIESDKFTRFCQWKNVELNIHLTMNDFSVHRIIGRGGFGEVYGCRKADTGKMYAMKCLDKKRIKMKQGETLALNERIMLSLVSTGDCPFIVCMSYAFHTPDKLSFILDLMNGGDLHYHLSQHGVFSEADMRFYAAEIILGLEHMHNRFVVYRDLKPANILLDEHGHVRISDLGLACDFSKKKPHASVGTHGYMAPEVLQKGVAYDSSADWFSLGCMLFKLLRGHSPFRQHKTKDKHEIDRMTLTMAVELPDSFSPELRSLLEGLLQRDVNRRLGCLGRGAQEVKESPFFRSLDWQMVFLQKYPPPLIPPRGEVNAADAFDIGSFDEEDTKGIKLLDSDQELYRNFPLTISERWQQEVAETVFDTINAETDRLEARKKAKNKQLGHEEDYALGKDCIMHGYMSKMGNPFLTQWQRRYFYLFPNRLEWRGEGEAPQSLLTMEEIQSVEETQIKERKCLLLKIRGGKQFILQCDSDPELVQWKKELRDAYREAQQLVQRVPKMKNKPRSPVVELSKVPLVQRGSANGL
# CR mimetic SO: lowers age-related superoxide in aged yeast cells. 0.18% of 330,000 active. S. cerevisiae aged cells, superoxide DHE fluorescence; stronger effect = lower value. AID 2690. superoxide response (% of plate mean), % at 10 µM;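 active = superoxide response under a set limit, about three screen SD below normal, cut at about 65% in these data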;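 note: yeast aged for seven days with compound at 30 °C before DHE staining; 100% = average MFI of all compound-treated wells on the plate with controls excluded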
# MCL1-BIM inh: inhibitors of human MCL1 binding to BIM-BH3 peptide. Q07820. GST-MCL1 / FITC-Bim-BH3 fluorescence polarization. inhibition, % at 10.9 µM. 0.68% of 320,000 active. AID 2057;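 active = inhibition above the mean inhibition of all tested compounds plus 3 SD, set per campaign, cut at about 40% in these data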;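 note: 0% = DMSO wells and 100% = unlabeled Bim-BH3 peptide control; higher means more loss of mP so more displacement of Bim peptide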
# GLD-1 RNA inh: GLD-1-TGE RNA interaction inhibition (C. elegans); Q17339; purified GLD-1 + fluorescein TGE RNA, fluorescence polarization; inhibition, % at 5.96 µM; 0.44% of 320,000 active; AID 2280;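 active = percent inhibition above a per-plate cutoff, the plate mean of test compounds plus 3 SD, cut at about 30% in these data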;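 note: 0% = DMSO wells with GLD-1 and probe and 100% = wells lacking GLD-1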
# AGP1-GFP MLPCN: yeast TOR pathway AGP1-GFP modulation. 0.02% of 320,000 active. AID 2066. GFP response vs DMSO, % at 10 µM. S. cerevisiae AGP1-GFP multiplex flow cytometry, 3 h; GFP as percent of DMSO wells;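 active = GFP response relative to DMSO above a set limit, near screen average plus 3 SD, cut at about 150% in these data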;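 note: median GFP channel fluorescence of the gated AGP1 strain per well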
# MEX-5 binding: C. elegans MEX-5 TCR-2 RNA binding activity. Q9XUB2. MEX-5/FITC-TCR2 RNA binding, fluorescence polarization; stronger effect = lower value. activity score (negative = inhibition of binding), % at 10 µM. 0.38% of 300,000 active;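 active = inhibition past about -25% in most replicates, and total fluorescence under double the plate's negative control median, limit read from the data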;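 note: 0% = DMSO and -100% = 5 µM competing unlabeled TCR2 RNA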
# CIT2-GFP yeast: alters CIT2-GFP fluorescence in TOR pathway yeast screen | S. cerevisiae CIT2-GFP strain, flow cytometry, 3 h; 100 means same as DMSO wells | GFP response vs DMSO, % at 10 µM | 0.065% of 320,000 active;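 active = GFP response relative to DMSO above a set limit, near the screen mean plus 3 SD, cut at about 150% in these data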;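 note: ratio of well median GFP fluorescence to mean of DMSO wells on the plate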
# Bcl-xL primary: blocks human Bcl-xL binding to Bim BH3 peptide. AID 2129. Q07817. inhibition, % at 10.9 µM. GST-Bcl-xL / FITC-Bim BH3 peptide fluorescence polarization. 0.7% of 320,000 active;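 active = inhibition above the mean of all tested compounds plus 3 SD, cutoff set per campaign, cut at about 30% in these data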;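 note: 0% = DMSO wells and 100% = unlabeled Bim-BH3 peptide competitor; inhibitors lower millipolarization by displacing the labeled peptide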
# Target sequence (Q07817 whole entry, looked up): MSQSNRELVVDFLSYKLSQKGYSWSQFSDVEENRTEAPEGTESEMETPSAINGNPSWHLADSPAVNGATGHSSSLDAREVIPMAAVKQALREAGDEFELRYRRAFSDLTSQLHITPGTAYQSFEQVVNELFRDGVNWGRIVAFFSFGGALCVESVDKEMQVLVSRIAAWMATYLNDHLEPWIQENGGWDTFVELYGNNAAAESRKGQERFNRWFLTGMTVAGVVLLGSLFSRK
# VLA-4 inh: inhibition in a human VLA-4 binding assay | VLA-4 expressing cells, ligand binding flow cytometry | P13612 | 0.2% of 330,000 active | inhibition, % (about 7 µM as worked out from the volumes in the protocol) | AID 2557; in the data active = inhibition above about 50%
# Starred values were filed as active, the others as inactive; / = not tested or not shown. This is a random part of the collection. Share with any hit: about 2.1%.
SMILES,GRK2 aptamer HTS,CR mimetic SO,MCL1-BIM inh,GLD-1 RNA inh,AGP1-GFP MLPCN,MEX-5 binding,CIT2-GFP yeast,Bcl-xL primary,VLA-4 inh
COc1ccc(/C=C/C(=O)OCC(=O)Nc2cc(C(N)=O)cc(C(N)=O)c2)cc1,3,89,-16,14,110,2.0,108,-4,-1
CCCCOC(=O)c1ccc(NC(=O)C(=O)NCc2ccncc2)cc1,4,91,-2,-3,95,1.2,96,-3,4
O=c1c2c(-c3ccc([N+](=O)[O-])cc3)ccnc2[nH]n1-c1ccccc1,0,105,2,0,105,-0.6,112,4,6
O=C(NNC1CC(=O)N(c2ccc(Cl)cc2)C1=O)c1ccccc1Cl (centres undefined),0,94,2,1,104,2.4,95,0,13
N#Cc1cccc(CN2CCC(=O)N([C@H](CO)c3ccccc3)CC2)c1,0,91,4,4,103,2.9,97,2,22
CCN1CCN(CC(=O)Nc2sc3c(c2C#N)CCC3)CC1,0,96,20,-9,94,-0.5,98,7,3
Cc1cccc(CCNS(=O)(=O)c2ccc3c(c2)CCN3C(=O)CCC(=O)O)c1,2,89,8,6,99,-0.8,106,4,1
COc1cc(/C=N/Nc2nc3ccccc3s2)cc([N+](=O)[O-])c1O,68*,108,17,-5,103,-3.3,100,34*,-3
O=C(c1cc(-c2ccccc2Cl)nc2ccccc12)N1CCN(c2ccccn2)CC1,1,106,/,-4,98,/,99,/,-9
C=CCNC(=O)Nc1ccc(OCC)cc1,0,106,5,2,103,-2.5,109,2,7
Cc1cc(=O)oc2cc(NC(=O)c3cc([N+](=O)[O-])ccc3N3CCOCC3)ccc12,0,99,-8,-6,99,-1.4,97,2,5
CC(C(=O)N1CCN(C=O)CC1)N1C(=O)c2ccccc2C1=O (centres undefined),0,105,10,0,106,-0.1,121,2,31
O=c1c2ccc(Cl)cc2[nH]c(=S)n1Cc1cccnc1,0,108,-5,9,97,4.1,107,-6,5
COC(=O)c1cc(Cn2nc(C(=O)O)c3ccccc3c2=O)oc1C,0,98,-11,-6,92,-1.4,95,5,13
CC(=O)N1c2ccc(Cl)cc2C2OCCC2C1c1ccco1 (centres undefined),0,105,-4,-1,103,-1.2,108,1,2
Cc1cc(NC(=O)c2cc(-c3ccc(OC(C)C)cc3)nc3ccccc23)no1,0,117,5,7,97,-1.6,98,5,13
Cc1onc(C(=O)N2CCN(c3ccccc3F)CC2)c1-c1ccccc1Cl,1,105,2,2,97,1.5,97,-1,-2
O=C(NC1CCN(Cc2ccccc2)CC1)C1CCCN(c2nnc(-n3cccc3)s2)C1 (centres undefined),0,112,6,-5,103,-0.6,115,0,-6
COc1ccc(NC(=O)Nc2cnccn2)c(OC)c1,0,105,1,0,103,-3.0,101,4,2
CCSc1cc(C2C(C#N)=C(N)OC(C)=C2C(=O)OC)c(C)o1 (centres undefined),0,93,4,4,104,-3.8,/,8,-5
O=C(NCc1ccc(F)cc1)c1ccc(S(=O)(=O)Nc2cccc(C(F)(F)F)c2)cc1,3,121,5,2,95,-2.1,100,-2,35
COc1ccc(/C=N/NC(=O)c2ccco2)cc1COc1ccc(F)cc1,0,103,-4,-1,86,0.6,90,5,-16
COC(=O)C1=NN(c2ccccc2)C2(S1)S/C(=C\c1ccccc1)C(=O)N2c1ccccc1 (centres undefined),2,101,-1,8,103,2.2,100,6,17
Cc1ccc2c(c1)N=C(c1ccc(F)cc1)CO2,0,101,1,10,90,-2.1,97,8,0
O=C(NCCc1ccccc1F)C(=O)Nc1nccs1,0,95,0,-5,103,-0.4,97,2,3
CCCCCCCCC/C(=N\O)c1ccccn1,0,112,0,-3,87,5.6,104,2,-3
Cc1ccc(/C=C/C(=O)NCc2ccco2)o1,19,107,24,8,93,-3.1,113,13,16
Cc1ccc(CNC(=O)NCc2ccccc2)cc1,4,98,-3,7,97,0.3,104,1,-1
Cc1ccc(NC(=O)Nc2cccc(C)n2)cc1,3,99,-5,4,100,0.1,104,-1,14
COc1ccccc1Oc1ccc2c(c1)C(=O)N(CC(=O)O)C2=O,6,40*,-6,0,96,1.5,93,-6,6
O=C1CC(c2cccc([N+](=O)[O-])c2)c2ccc3ccccc3c2N1 (centres undefined),0,116,-2,-3,94,-3.0,90,0,4
COc1ccc(S(=O)(=O)N2CCC(N3CCN(c4ccccc4)CC3)CC2)cc1,4,86,-3,1,103,1.8,103,0,3
Cc1ccc(C(=O)COC(=O)CCN2C(=O)C3C4CC(C(Br)C4Br)C3C2=O)cc1 (centres undefined),1,97,-1,6,91,-0.9,84,3,8
O=C(CSc1nccc(-c2cccs2)n1)Nc1ccc(F)c(Cl)c1,3,77,2,0,105,-1.6,103,1,8
O=C(CSc1n[nH]c(=O)[nH]c1=O)Nc1ccc(C(=O)O)cc1,0,107,5,9,99,1.0,100,5,-3
Cc1ccc(NC(=O)c2cc(-c3ccco3)on2)cc1C,4,106,-9,-6,97,-2.8,102,-1,0
CC1Cc2cc(/C(O)=C3/C(=O)C(=O)N(CCN4CCOCC4)C3c3cccc(O)c3)ccc2O1 (centres undefined),0,106,-4,0,113,-0.2,100,-1,-1
CC1=Nc2ccccc2/C1=C/c1sc(=O)n(CC(=O)N2CCCC2)c1O,0,114,-4,-11,99,-7.4,89,-4,-11
O=C(Nc1cccc(Cl)c1Cl)c1ccncc1,3,109,7,2,97,1.4,/,13,26
O=S(=O)(c1ccc2[nH]ccc2c1)N1CCCCCC1,1,108,1,-2,101,0.6,106,2,10
COc1ccc(/C(O)=C2\C(=O)C(=O)N(Cc3ccco3)C2c2cc(OC)ccc2OC)cc1 (centres undefined),1,90,0,-1,87,0.7,83,4,-1
COc1ccc(N2C(=O)c3ccccc3C2=O)cc1,3,101,-3,-1,97,-0.1,96,2,-1
CCOc1ccc(-c2nnc(SCc3nnc(-c4ccccc4)o3)n2-c2ccccc2F)cc1,4,105,-9,5,91,-2.2,90,-16,24
NC(=O)CC(NC(=O)Cc1cccc2ccccc12)c1ccc(NCC2CC2)c([N+](=O)[O-])c1 (centres undefined),0,104,0,-1,88,2.4,96,4,-4
CCC(=O)c1c[nH]c(C(=O)N2CCOCC2)c1,100*,105,-3,1,113,-2.2,147,-1,6
O=c1c(Cc2ccccc2)c(O)nc2n1CCCS2,0,88,2,6,105,0.6,108,19,11
O=C(c1ccc(Cl)cc1)c1cn[nH]c1-c1ccccc1O,0,104,0,8,109,2.3,93,-2,-8
Fc1ccc(Nc2c3c(nc4ccccc24)CCC3)cc1,0,108,4,1,108,-0.2,108,-1,0
O=C(C1=C[C@@H](c2coc3ccccc3c2=O)C[C@@H](OCc2ccc(CO)cc2)O1)N1CCCCCCC1,/,/,8,-1,/,3.1,/,6,/
Cc1cc(-c2ccc(C)c(S(=O)(=O)NCCCN(Cc3ccccc3)C(C)C)c2)on1,0,101,9,0,98,1.0,100,6,-1

# (list continues)
SMILES,GRK2 aptamer HTS,CR mimetic SO,MCL1-BIM inh,GLD-1 RNA inh,AGP1-GFP MLPCN,MEX-5 binding,CIT2-GFP yeast,Bcl-xL primary,VLA-4 inh
CCN1C(=O)[C@H]2[C@@H](c3ccc(-c4ccccc4)cc3)N3CCCC[C@@]3(C(=O)OC)[C@H]2C1=O,5,88,4,7,95,-1.3,93,4,7
O=C(/C=C/c1ccc2c(c1)OCO2)Nc1ccc(Cl)cn1,0,101,0,-8,105,0.5,102,3,4
COc1ccc(NC(=O)c2cc([N+](=O)[O-])ccc2NC(=O)CNCc2ccccn2)c(OC)c1,1,95,7,4,97,-0.7,93,13,-16
CCC(C)C(=O)N1CCc2cc(-c3csc(N)n3)ccc21 (centres undefined),0,99,1,5,100,-0.9,84,2,15
COc1ccc(C)cc1NC(=O)CCN1CCN(c2ccccc2)CC1,0,103,4,-3,101,2.1,98,0,0
COc1ccc(NC(C)=O)cc1NC(=O)CN1CCN(S(=O)(=O)c2ccc(C(C)C)cc2)CC1,0,96,0,1,106,-1.7,105,5,13
C=CCn1c(=O)/c(=C2/Sc3cc(OC)ccc3N2C)s/c1=C1\C(=O)N(CC)C(=S)N1C,2,113,-9,-23,97,-3.2,107,-10,-36
Cc1nn(-c2ccc(Cl)cc2)c(Cl)c1/C=N/NC(=O)c1ccc(NS(=O)(=O)c2cccs2)cc1,0,105,2,0,100,-0.8,96,0,12
Cn1cc(CCNC(=O)C2CCC(=O)N(CCc3ccc(Cl)cc3)C2)cn1 (centres undefined),0,104,3,4,96,-0.4,103,3,-6
CC(=O)c1ccc(OCC(=O)Nc2ccccc2C(=O)NC2CC2)cc1,2,95,-2,4,97,1.4,102,5,10
O=C(CN1C(=O)c2ccccc2C1=O)Nc1nnc(C2CCCO2)s1 (centres undefined),0,79,-6,3,107,0.6,115,-2,-14
O=C(Nc1cccc(C(F)(F)F)c1)C(=O)N1CCCCC1,0,94,0,4,106,-0.6,104,2,-5
O=C(Cc1cccc([N+](=O)[O-])c1)Nc1ccc(C(=O)N2CCCCC2)cc1,0,98,/,1,91,/,87,/,-7
CN1CCN(c2nnc(-c3ccc(Cl)cc3)c3ccccc23)CC1,0,100,8,0,97,1.5,100,4,10
CCOc1ccc(NC(=O)N(CC(C)C)CC(C)C)cc1,0,91,-2,0,107,2.4,102,5,10
CN(C)S(=O)(=O)c1cccc(NC(=O)COC(=O)COc2ccccc2[N+](=O)[O-])c1,3,97,7,-6,108,-1.8,105,6,3
O=C(N/N=C/c1cccn1-c1ccc(O)cc1)c1cccc2ccccc12,0,77,3,9,93,2.7,98,3,28
O=C(CN1CCCCCC1)Nc1cc(C(F)(F)F)ccc1Cl,3,94,0,8,102,-0.5,106,0,-3
CCCn1nc([N+](=O)[O-])c(C(C#N)c2nc3ccccc3s2)c(Cl)c1=O (centres undefined),1,137,1,5,/,-11,84,2,14
COc1cc(S(=O)(=O)n2cnc(C)c2)ccc1Br,4,87,3,2,97,-4.9,89,6,-1
CNC(=O)c1ccc(Nc2nc(-c3ccccc3)nc3ccccc23)cc1,1,100,-6,4,92,-0.4,83,-2,7
COC(=O)c1ccccc1S(=O)(=O)N(CCCO)Cc1cc2c(C)ccc(C)c2[nH]c1=O,0,94,4,1,/,0.0,104,2,-7
CCc1cccc(NC2c3ccccc3C(=O)N2c2ccc(C)cn2)c1 (centres undefined),0,79,2,8,111,-0.1,99,2,0
CCOC(=O)c1csc(COc2ccccc2Cl)n1,2,108,-6,2,99,0.1,98,2,22
O=C(CC12CC3CC(CC(C3)C1)C2)NCO,2,98,9,0,109,0.6,100,5,10
O=C(COc1ccc(Cl)cc1)NCCCNC(=O)c1ccccn1,0,121,6,-7,99,2.4,106,7,0
CCOC(=O)c1c(C2CC2)csc1NC(=O)COC(=O)c1cnc(Cl)c(Cl)c1,0,94,-4,4,99,-2.0,98,4,-1
COc1ccc(-c2ccc(SCC(=O)NCc3ccco3)nn2)cc1,3,131,4,5,101,1.5,112,2,0

# Another view of part of the listing above.
Compound | GRK2 aptamer HTS | CR mimetic SO | MCL1-BIM inh | GLD-1 RNA inh | AGP1-GFP MLPCN | MEX-5 binding | CIT2-GFP yeast | Bcl-xL primary | VLA-4 inh
Cc1onc(C(=O)N2CCN(c3ccccc3F)CC2)c1-c1ccccc1Cl | 1 | 105 | 2 | 2 | 97 | 1.5 | 97 | -1 | -2
CCC(C)C(=O)N1CCc2cc(-c3csc(N)n3)ccc21 (centres undefined) | 0 | 99 | 1 | 5 | 100 | -0.9 | 84 | 2 | 15
COc1ccc(/C=C/C(=O)OCC(=O)Nc2cc(C(N)=O)cc(C(N)=O)c2)cc1 | 3 | 89 | -16 | 14 | 110 | 2.0 | 108 | -4 | -1

# Screening data as filed in PubChem.
